HPDE-C7K KRASV12: viability loss of HPDE-C7K cells – cell-based, fluorescence, HTS, primary screen (AID 431); HPDE-C7K KRASV12 cells, Alamar Blue viability, 48 h; higher % means a stronger effect; 63,000 tested, 1.7% active; cytotoxicity, % at 10 µM; hits with a dose series show EC50 in µM;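 active means compounds whose percent cytotoxicity in the single-dose primary screen, scaled between solvent and toxic-drug controls, exceeds 50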;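 further: 0% = DMSO solvent wells and 100% = doxorubicin-treated wells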
Bfl-1 displacement: Bfl-1 inhibitors, primary screen, biochemical, fluorescence polarization, FITC-Bid, mouse (AID 432); FITC-Bid BH3 peptide fluorescence polarization displacement; higher % means a stronger effect; displacement, % at 20 µM, or IC50 in µM where a hit was titrated; 64,000 tested, 0.02% active; in the data active means a potency from the dose series; inactive means the rest, 99 in 100 with displacement below about 15%; further: strong numbers were not always called active
TNAP inhibition: inhibition of tissue-nonspecific alkaline phosphatase – biochemical, luminescent (AID 518) | purified TNAP enzyme, luminescent substrate readout; higher % means a stronger effect | inhibition, % at 20 µM; hits with a dose series show IC50 in µM | 64,000 tested, 0.09% active; in the data active means a potency from the dose series; inactive means the rest, 99 in 100 with inhibition below about 22%;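 further: plate controls were vehicle for no effect and reference inhibitor for full effect; many of its hits are not listed in these tables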
LYP inhibition: LYP phosphatase inhibitors, primary screen, biochemical, DiFMUP fluorescence, recombinant catalytic domain, 10 µM (AID 606); recombinant LYP catalytic domain, DiFMUP fluorescence; higher % means a stronger effect; 52,000 tested, under 10 active; inhibition, % at 10 µM, or IC50 in µM where a hit was titrated;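 active means IC50 under 40 µM in the dose-response test; inactive means IC50 of 40 µM or more, or never dose-tested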
HPDE-C7 cytotoxicity: HPDE-C7 pancreatic duct cell viability loss – fluorescence, HTS (AID 430); 63,000 tested, 1.8% active; one-dose cytotoxicity, % at 10 µM; EC50 in µM for titrated hits; HPDE-C7 pancreatic duct cells viability, fluorescence; higher % means a stronger effect;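 further: cells exposed to compound for 48 hours before viability readout; 0% = vehicle and 100% = reference cytotoxic drug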
PMK inhibit: S. pneumoniae PMK inhibition | purified PMK, PK/LDH-coupled NADH absorbance 340 nm | inhibition, % at 10 µM | 65,000 tested, 0.49% active | AID 539;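 active means top-ranked compounds by inhibition in the single 10 µM screen, taking a fixed number of the strongest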;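 further: 0% = full reaction with DMSO carrier and 100% = background rate without enzyme reaction; no value below 0 was filed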
Spn DPM-DC inh: inhibitors of Streptococcus pneumoniae diphosphomevalonate decarboxylase; purified DPM-DC, PK/LDH coupled NADH fluorescence; AID 556; 65,000 tested, 0.49% active; calls only at 10 µM;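 active means the 320 compounds with the highest percent inhibition in the single-dose primary screen, excluding strongly autofluorescent ones, cut at about 32% in these data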;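 further: kinetic rate of NADH fluorescence loss reporting ADP formed by the decarboxylase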
Spn MK inh: blocks S. pneumoniae mevalonate kinase; purified MK, PK/LDH-coupled NADH absorbance 340 nm; inhibition, % at 10 µM; 65,000 tested, 0.48% active; AID 555;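 active means ranked among the strongest by inhibition in the single 10 µM screen, a fixed top-ranked set picked for dose follow-up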; further: no value below 0 was filed
HT1080 viability: HT1080 cell viability loss – fluorescence readout (AID 620); HT1080 viability, fluorescence; higher % means a stronger effect; cytotoxicity, % at 10 µM; hits with a dose series show EC50 in µM; 87,000 tested, 0.42% active;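 further: cells exposed to compound overnight then 4 h with Alamar Blue; 0% = vehicle DMSO and 100% = killing control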
PMK inhibit pilot replicates: also measured in PMK inhibit; calls as there; inhibition, %; measured here: pilot screen replicates
Spn MK inh pilot replicates: further read-out of Spn MK inh, marked with its call; inhibition, %; measured here: pilot screen replicates
Spn DPM-DC inh pilot screen %: second read-out of Spn DPM-DC inh, no call of its own (marks repeat the call); inhibition, %; measured here: pilot screen trials
* hit, by the source's call; i = inactive; . = no result given. Unless noted, no stated cut-off is given here; in the data, active means cytotoxicity above about 50%; inactive means the rest.

SMILES	HPDE-C7K KRASV12	Bfl-1 displacement	TNAP inhibition	LYP inhibition	HPDE-C7 cytotoxicity	PMK inhibit	Spn DPM-DC inh	Spn MK inh	HT1080 viability	others
O=C(NCc1ccco1)c1ccc(Br)c(S(=O)(=O)N2CCCCC2)c1	4.8%	-2.2%	10.3%	-3.5%	-16.0%	2.0	i	4.0	-10.6%
Cc1ccccc1NC(=O)C(C#N)Cc1cccnc1 (stereo not drawn)	-26.6%	-3.6%	9.1%	.	-31.7%	10.0	i	3.0	-2.4%
O=C(Nc1ccc(Cl)cc1C(=O)Nc1ccc(Br)cn1)c1ccco1	14.4%	-2.6%	15.9%	6.9%	6.9%	4.0	i	5.0	0.7%
Cc1cc(C)n2cc(CSc3nnc(N)s3)nc2n1	-1.0%	-5.1%	-1.4%	.	7.4%	5.0	i	0.0	-8.0%
CC(=O)N(C)c1ccc(NC(=O)c2cnn(C)c2)cc1	-6.4%	16.6%	3.5%	.	-9.2%	0.0	i	9.0	.
CC(OC(=O)c1ccco1)C(=O)NC1CCCCC1 (stereo not drawn)	-8.9%	-6.6%	16.8%	.	0.4%	3.0	i	2.0	-0.7%
O=S(=O)(c1cccs1)N1CN(Cc2cccs2)c2nc3ccccc3nc21	22.8%	4.4%	4.6%	15.4%	18.4%	10.0	i	3.0	17.9%
Cc1c(OCc2nn[nH]n2)ccc2c3c(c(=O)oc12)CCC(C)C3 (stereo not drawn)	.	13.9%	8.7%	-10.5%	.	2.0	.	0.0	-13.1%
COc1ccc(CSCCN)cc1Cl	-9.7%	-9.0%	10.9%	-1.2%	-11.4%	6.0	i	2.0	7.8%	PMK inhibit pilot replicates=6.5;Spn MK inh pilot replicates=6.0;Spn DPM-DC inh pilot screen %=0.5
N#CCSCC(=O)Nc1ccccc1	-0.1%	-8.0%	9.0%	9.9%	0.5%	10.0	i	8.0	.
CCN(c1ccccc1)S(=O)(=O)c1ccc(OCc2c(C)noc2C)cc1	5.6%	-1.6%	3.4%	7.9%	-2.2%	0.0	i	0.0	-2.2%
CCn1c(SCC(=O)c2cc(OC)ccc2OC)nc2c1c(=O)n(C)c(=O)n2C	-4.8%	7.4%	22.5%	8.7%	-0.8%	10.0	i	15.0	-2.0%

Brought forward from above: 4 compounds, followed by the next part.
SMILES	HPDE-C7K KRASV12	Bfl-1 displacement	TNAP inhibition	LYP inhibition	HPDE-C7 cytotoxicity	PMK inhibit	Spn DPM-DC inh	Spn MK inh	HT1080 viability	others
COc1ccc(CSCCN)cc1Cl	-9.7%	-9.0%	10.9%	-1.2%	-11.4%	6.0	i	2.0	7.8%	PMK inhibit pilot replicates=6.5;Spn MK inh pilot replicates=6.0;Spn DPM-DC inh pilot screen %=0.5
N#CCSCC(=O)Nc1ccccc1	-0.1%	-8.0%	9.0%	9.9%	0.5%	10.0	i	8.0	.
CCN(c1ccccc1)S(=O)(=O)c1ccc(OCc2c(C)noc2C)cc1	5.6%	-1.6%	3.4%	7.9%	-2.2%	0.0	i	0.0	-2.2%
CCn1c(SCC(=O)c2cc(OC)ccc2OC)nc2c1c(=O)n(C)c(=O)n2C	-4.8%	7.4%	22.5%	8.7%	-0.8%	10.0	i	15.0	-2.0%
CCC(C)NC(=O)C1CCN(S(=O)(=O)N2CCCC2)CC1 (stereo not drawn)	-9.5%	-0.2%	0.4%	1.7%	-13.9%	5.0	i	11.0	6.5%
CCOC(=O)c1ccc(-n2ncc(C(=O)OCC)c2N)cc1	14.9%	-4.6%	4.2%	3.6%	14.0%	9.0	i	8.0	-0.8%
CCCn1c(SCC(=O)Nc2cccc(C(=O)OCC)c2)nnc1-c1ccoc1C	11.5%	-0.1%	1.2%	0.0%	-1.3%	13.0	i	5.0	3.1%
CCn1c(CNC(=O)Cc2ccc(OC)cc2)nnc1SCC(=O)Nc1nccs1	2.5%	-8.9%	1.1%	-6.5%	-1.0%	8.0	i	1.0	1.5%
COc1cc(-c2nnc(SCC(=O)N(Cc3ccccc3)C(C)(C)C)o2)cc(OC)c1OC	-18.3%	-1.9%	6.9%	5.3%	-10.8%	22.0	i	6.0	-4.1%
Cc1[nH]c2ccccc2c1C(=O)COC(=O)C1CC(=O)N(Cc2ccco2)C1 (stereo not drawn)	-0.1%	0.3%	2.3%	.	2.5%	9.0	i	6.0	-2.0%
COCCn1c(Cc2ccccc2)nnc1SCC(=O)Nc1cc(C)on1	-11.8%	-6.0%	10.1%	.	-1.9%	6.0	i	11.0	-9.2%
Clc1cccc(OCCN2CCOCC2)c1	7.0%	-4.4%	6.2%	12.0%	3.4%	15.0	i	3.0	.
C[C@]12CCC(=O)C=C1CC[C@@H]1[C@@H]2C(=O)C[C@@]2(C)[C@H]1CC[C@]2(O)C(=O)CO	-14.6%	2.8%	14.1%	-0.1%	-10.9%	11.0	i	2.0	-4.2%	PMK inhibit pilot replicates=0.0;Spn MK inh pilot replicates=0.0;Spn DPM-DC inh pilot screen %=0.0
N#Cc1nc(COc2ccc(F)cc2)oc1N1CCC(Cc2ccccc2)CC1	.	.	.	4.8%	.	0.0	i	3.0	2.5%
COc1ccc(S(=O)(=O)N[C@H](C(=O)O)C(C)C)cc1	7.0%	-8.3%	-7.8%	9.0%	2.7%	9.0	i	8.0	-10.2%
Cc1nc(C)c(C(=O)C2=C(O)C(=O)N(CCN(C)C)C2c2ccccc2)s1 (stereo not drawn)	-13.0%	7.8%	-8.0%	.	-14.1%	8.0	i	6.0	9.0%
COc1cc(N(C)C)c(NC(C)=O)cc1C(=O)O	12.8%	-3.4%	2.0%	11.3%	5.4%	0.0	i	5.0	4.1%
CCOc1ccc(NC(=O)c2nnn(CC(=O)Nc3ccccc3OCC)c2N)cc1	-2.0%	-7.1%	11.8%	2.2%	30.6%	8.0	i	0.0	2.5%
Cc1ccc(NC(=O)Cn2c(=O)n(CCCC(=O)NCc3ccco3)c(=O)c3ccccc32)cc1	-1.4%	2.4%	-1.4%	4.6%	-3.9%	14.0	i	0.0	4.7%
CC(C)(C)OC(=O)NCCc1nnc(SCc2ccccc2Cl)o1	8.9%	1.1%	17.9%	.	3.1%	7.0	i	5.0	10.4%
COc1cc(/C=C/C2=NC(=O)C(C)(C)O2)ccc1O	32.6%	-6.9%	23.1%	.	53.4%*	10.0	i	15.0	1.1%
CCCCn1c(CCNC(=O)CCC)nc2ccccc21	-7.5%	-3.9%	7.1%	.	-11.5%	2.0	i	7.0	-2.9%
COc1cccc(C(=O)NCCC2=CCCCC2)c1OC	-14.9%	-7.1%	4.4%	11.0%	-17.8%	12.0	i	6.0	-5.2%
CC(=O)C1=C(C)NC(C)=C(C(C)=O)C1c1ccc(-c2ccccc2Cl)o1	-13.0%	-0.4%	2.1%	-5.1%	-15.1%	0.0	i	0.0	-2.3%
CCC(Sc1ncccc1C(=O)OCCN1CCCC1=O)C(=O)NCc1ccco1 (stereo not drawn)	-19.9%	2.3%	-2.6%	-5.9%	-11.3%	22.0	i	12.0	20.5%
O=C1N(c2ccccc2)C2CS(=O)(=O)CC2N1c1ccc(Cl)c(Cl)c1 (stereo not drawn)	0.8%	-5.2%	9.5%	.	-10.5%	0.0	i	0.0	0.6%
Cn1cc(CNC(=O)Nc2ccc3c(c2)OCO3)cn1	-8.6%	2.1%	10.1%	.	-13.9%	5.0	i	18.0	.
c1ccc(NCCCNc2ccccc2)cc1	11.7%	-8.9%	12.6%	4.3%	12.3%	9.0	i	7.0	-4.4%

No new results follow: 2 of the compounds above.
SMILES	HPDE-C7K KRASV12	Bfl-1 displacement	TNAP inhibition	LYP inhibition	HPDE-C7 cytotoxicity	PMK inhibit	Spn DPM-DC inh	Spn MK inh	HT1080 viability	others
COc1cc(N(C)C)c(NC(C)=O)cc1C(=O)O	12.8%	-3.4%	2.0%	11.3%	5.4%	0.0	i	5.0	4.1%
CCOc1ccc(NC(=O)c2nnn(CC(=O)Nc3ccccc3OCC)c2N)cc1	-2.0%	-7.1%	11.8%	2.2%	30.6%	8.0	i	0.0	2.5%

Back to the main list, starting four compounds before the break.
SMILES	HPDE-C7K KRASV12	Bfl-1 displacement	TNAP inhibition	LYP inhibition	HPDE-C7 cytotoxicity	PMK inhibit	Spn DPM-DC inh	Spn MK inh	HT1080 viability	others
CCC(Sc1ncccc1C(=O)OCCN1CCCC1=O)C(=O)NCc1ccco1 (stereo not drawn)	-19.9%	2.3%	-2.6%	-5.9%	-11.3%	22.0	i	12.0	20.5%
O=C1N(c2ccccc2)C2CS(=O)(=O)CC2N1c1ccc(Cl)c(Cl)c1 (stereo not drawn)	0.8%	-5.2%	9.5%	.	-10.5%	0.0	i	0.0	0.6%
Cn1cc(CNC(=O)Nc2ccc3c(c2)OCO3)cn1	-8.6%	2.1%	10.1%	.	-13.9%	5.0	i	18.0	.
c1ccc(NCCCNc2ccccc2)cc1	11.7%	-8.9%	12.6%	4.3%	12.3%	9.0	i	7.0	-4.4%
Cc1ccc(S(=O)(=O)N2CCN(C3CC(=O)N(Cc4ccccc4)C3=O)CC2)cc1C (stereo not drawn)	-10.0%	-1.6%	-2.9%	12.2%	-4.2%	13.0	i	0.0	-9.6%
CC(NS(=O)(=O)c1ccc(Br)cc1)C(N)=O (stereo not drawn)	.	0.1%	8.9%	.	.	2.0	i	2.0	10.6%
Cn1c(C(=O)N2CCCCCC2)cc2c(=O)n(C)c3ccccc3c21	10.1%	3.1%	7.4%	.	11.6%	10.0	i	9.0	-2.4%
CC1Cc2ccccc2N1C(=O)CSc1nnnn1Cc1ccccc1 (stereo not drawn)	-2.9%	-3.4%	14.5%	3.5%	0.6%	2.0	i	10.0	21.4%
COc1ccc(OC)c(N2C(=O)C(Cl)=C(N3CCCCC3)C2=O)c1	26.7%	29.1%	16.7%	.	-1.2%	3.0	i	5.0	-1.9%
COc1ccc2oc(=N)c(C(=O)Nc3ccccc3)cc2c1	-8.4%	2.2%	3.2%	-2.0%	-3.4%	11.0	i	7.0	-2.6%
Cc1cc(NC(=O)CSc2c(C)[nH]c3ccccc23)no1	-3.2%	2.8%	7.3%	7.0%	-15.5%	5.0	i	5.0	1.1%
COC(=O)NCC12CC3CC(C1)CC(CNC(=O)OC)(C3)C2	-19.8%	-1.8%	9.9%	8.2%	-4.4%	0.0	i	.	-6.5%
O=C(Cn1cnc2c(cnn2-c2ccc(F)cc2)c1=O)N1CCN(c2ccccc2F)CC1	-12.3%	-5.2%	4.0%	.	-13.1%	1.0	i	14.0	-3.9%
Cc1ccc(N(CC(N)=O)C2SC(=O)N(Cc3ccccc3)C2=O)cc1 (stereo not drawn)	4.3%	-5.2%	13.6%	.	-5.7%	12.0	i	6.0	6.6%
CCn1nc(C(=O)OC2CCOC2=O)c2ccccc2c1=O (stereo not drawn)	2.0%	2.5%	1.0%	10.9%	4.5%	10.0	i	4.0	-1.7%
C=CCn1c(=N)n(CC(O)COc2ccccc2OC)c2ccccc21 (stereo not drawn)	-8.9%	0.9%	-3.1%	8.5%	-0.6%	11.0	i	8.0	-1.8%
O=C(CN1CCOCC1)NCC12CC3CC(CC(C3)C1)C2	-1.3%	-3.9%	7.0%	0.9%	-3.1%	9.0	i	11.0	-21.7%

Screening results (PubChem BioAssay)
